From PubChem
NTR1 ag = agonists of NTR1, primary screen, imaging, U2OS cells, beta-arrestin-GFP, high content (AID 493036); Neurotensin receptor type 1 (Homo sapiens), P30989; activation, % at 20 µM; NTR1-U2OS beta-arrestin-GFP spot imaging, agonist mode; 0.17% of 330,000 active;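 active means activation at or above 40% of the spot to cytoplasm intensity ratio, with at least 20 cells analyzed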;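 further: 0% = DMSO without peptide and 100% = 100 nM NTR1 peptide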
Target sequence (P30989 whole entry, looked up): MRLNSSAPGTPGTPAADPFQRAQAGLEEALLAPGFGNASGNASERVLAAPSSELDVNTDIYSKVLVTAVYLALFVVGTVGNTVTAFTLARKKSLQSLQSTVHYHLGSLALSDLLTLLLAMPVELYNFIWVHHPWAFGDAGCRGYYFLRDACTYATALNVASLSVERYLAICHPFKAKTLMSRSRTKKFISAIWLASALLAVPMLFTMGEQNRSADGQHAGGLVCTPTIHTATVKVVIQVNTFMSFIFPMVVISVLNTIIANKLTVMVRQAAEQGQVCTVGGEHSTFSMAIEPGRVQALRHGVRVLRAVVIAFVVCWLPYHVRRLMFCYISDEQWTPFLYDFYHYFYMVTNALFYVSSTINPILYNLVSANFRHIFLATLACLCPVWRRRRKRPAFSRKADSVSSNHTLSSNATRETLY
KOR beta-arrestin-1 = KOR antagonists, beta-arrestin recruitment, cell-based, luminescence, uHTS (AID 1778). Kappa-type opioid receptor (Homo sapiens). inhibition, % at 10 µM; hits with a dose series show IC50 in µM. KOR beta-arrestin recruitment, luminescence, antagonist mode; higher % means a stronger effect. 0.091% of 290,000 active; further: strong numbers were not always called active
NOD1 NF-kB reporter = NOD1 signaling inhibitors, primary screen, cell-based, luminescence, uHTS (AID 1578) | inhibition, % at 4 µM; hits with a dose series show EC50 in µM | 1% of 290,000 active | NOD1-driven NF-kB luciferase reporter cells, luminescence; higher % means a stronger effect; in the data active means inhibition mostly above about 36%, no sharp cut-off; inactive means mostly below about 34%;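 further: HEK-293T reporter cells stimulated with the NOD1 agonist gamma-tri-DAP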
GPR55 beta-arrestin = GPR55 agonists via beta-arrestin recruitment, primary screen, imaging, U2OS cells, beta-arrestin-GFP redistribution (AID 1961); U2OS GPR55 beta-arrestin-GFP redistribution imaging; higher % means a stronger effect; 0.048% of 290,000 active; G-protein coupled receptor 55 (Homo sapiens); one-dose activation, % at 10 µM; EC50 in µM for titrated hits;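 active means activation above 40% with more than 50 cells counted in the well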;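 further: U2OS osteosarcoma cells stably expressing GPR55 and beta-arrestin-GFP; plate controls were DMSO negative control for no effect and LPI positive control for full effect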
KOR beta-arrestin-2 = KOR agonists, beta-arrestin recruitment, primary screen, cell-based, luminescence, uHTS (AID 1777); 0.02% of 280,000 active; one-dose activation, % at 10 µM; EC50 in µM for titrated hits; KOR beta-arrestin recruitment, luminescence; higher % means a stronger effect; in the data active means activation above about 50%, passing the limit was not always enough; further: a part of the inactive calls stands beside numbers as strong as those of hits
NOD2 inhibition = NOD2 signaling inhibitors, cell-based, luminescence, uHTS, HEK293 (AID 1566). one-dose inhibition, % at 4 µM; EC50 in µM for titrated hits. HEK293 NOD2/NF-kB luciferase reporter, luminescence; higher % means a stronger effect. 0.63% of 290,000 active; further: many of its hits are not listed in these tables
ER stress rescue = rescue of cells from ER stress-induced death, primary screen, 384-well, CSM14.1, thapsigargin, ATP luminescence (AID 1222). 190,000 tested, under 10 active. cellular ATP content (survival), % at 20 µM; hits with a dose series show EC50 in µM. CSM14.1 thapsigargin-induced death rescue, ATP luminescence; higher % means a stronger effect;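 active means EC50 below 50 µM in the dose-response confirmation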;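 further: death triggered by thapsigargin at about 15 µM added after 2 h compound pretreatment; cell ATP read after overnight thapsigargin exposure of roughly 18 to 22 hours; normalized against plate controls of thapsigargin alone and 5% DMSO vehicle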
Yfh1-off respiration = enhancers of respiration in Yfh1-depleted yeast, dose response, Friedreich's ataxia, plus single-dose screen (AID 1465); S. cerevisiae Yfh1-off respiration, WST-1 reduction, 72 h; higher fold induction means a stronger effect; fold induction at 50 µM, or EC50 in µM where a hit was titrated; 0.074% of 220,000 active;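 active means fold induction of absorbance versus untreated yeast above a set limit, then at least 30% activation at any dose in follow-up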;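 further: activators that raise dye reduction in frataxin-depleted yeast; strong numbers were not always called active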
TNAP activators = human TNAP enzyme activators, primary screen, biochemical, luminescent, no phosphate acceptor, uHTS (AID 1001); purified TNAP, luminescent activation assay, no phosphate acceptor; higher activation fold means a stronger effect; one-dose activation fold at 20 µM; EC50 in µM for titrated hits; 0.03% of 200,000 active; in the data active means activation fold from about 3, or a potency from the dose series; inactive means the rest, 99 in 100 with activation fold below about 1.6; further: many of its hits are not listed in these tables
NTR1 ag cell count 20 µM = further read-out of NTR1 ag, marked with its call; cell count; measured here: cell count, cytotoxicity flag
* hit, by the source's call; i = inactive; / = not tested or not shown; [ ] = remark or other dose. Unless noted, no stated cut-off is given here; in the data, active means inhibition above about 50%; inactive means the rest. Not all compounds are listed (hit frequency here may not be typical).

SMILES	NTR1 ag	NTR1 ag cell count 20 µM	KOR beta-arrestin-1	NOD1 NF-kB reporter	GPR55 beta-arrestin	KOR beta-arrestin-2	NOD2 inhibition	ER stress rescue	Yfh1-off respiration	TNAP activators
O=C(Nc1ccccc1O)c1c(O)c2c([nH]c1=O)CCCC2	6.9	33	-18.9%[20 µM]	-53.4%	0.2%	-9.0%	-104.8%	1.3%	i	1.1
Cc1ccc(C2C(C#N)=C(N)Oc3c2oc(CO)cc3=O)o1 (configuration not stated)	-1.7	74	-11.3%	-5.5%	0.1%	10.6%	-30.2%	-0.9%	i	0.9
CCCC1OC23CCCCC2C(C#N)(C(=N)O3)C1(C#N)C#N (configuration not stated)	1.7	71	-24.0%	3.2%	-0.1%	5.3%	13.0%	0.6%	i	0.9
O=C(OCc1nnc(-c2ccccc2)o1)c1ccc2c(c1)OCO2	2.5	47	-12.0%	14.4%	0.9%	-8.0%	8.5%	-1.6%	i	1
CC(=O)Nc1ncc(Cc2cccc(Cl)c2Cl)s1	4.7	99	-22.2%[20 µM]	34.1%	0.3%	6.3%	-31.1%	0.6%	i	1.1
CN1C(=O)C(O)(C2COC(C)(C)CC2=O)c2cc(Br)ccc21 (configuration not stated)	2.7	58	6.0%	-22.6%	0.2%	-4.9%	16.7%	0.5%	i	1.1
COc1ccc(OC)c(N2C(=O)[C@@H]3C(c4ccccc4Cl)=NO[C@@H]3C2=O)c1	0.8	60	-0.3%	-34.3%	-0.1%	0.3%	4.0%	-0.6%	i	1
Cc1ccc(N=Cc2c(O)cc(C)oc2=O)c(C)c1	1.5	49	24.7%	-13.9%	-0.1%	-3.7%	6.6%	-1.3%	i	1.1
CC(=O)c1ccc(NC(=S)N2c3ccccc3CC2C)cc1 (configuration not stated)	2.2	49	-5.0%	-14.6%	0.0%	-7.8%	14.5%	-0.5%	i	1.1
O=C(c1ccc2c(c1)OCO2)C1CCCN(Cc2ccc(OC(F)F)cc2)C1 (configuration not stated)	1.8	61	9.3%	5.1%	0.1%	-0.4%	35.3%	/	/	/
CCOC(=O)c1cnc2nc(NCc3ccc(OCc4ccccc4)cc3)[nH]n2c1=O	-0.3	76	15.1%	-4.4%	-0.1%	-0.5%	11.3%	-6.3%	i	1.2
Cc1cc(C)n2cc(CSc3ccc(Br)cc3)nc2n1	-1.5	53	-1.6%	-7.9%	-0.2%	-1.8%	-15.5%	1.8%	i	1
O=C(NCc1ccccc1Cl)c1csc2c1CCCCC2	1.1	86	10.5%	-11.1%	-0.1%	-0.4%	7.9%	2.4%	i	1.1
O=C(COc1ccc(Cl)cc1Cl)NN1C(=O)/C(=C\c2ccc(Cl)cc2)SC1=S	3.3	107	19.5%	-2.2%	0.0%	-1.8%	-9.0%	1.7%	i	1.1
CCCCc1ccc(NC(=O)CSC2=C(C#N)C(c3ccco3)C3=C(CCCC3=O)N2)cc1 (configuration not stated)	9.5	75	0.2%	-5.4%	0.2%	6.0%	3.8%	0.2%	/	1.1
CCN1C(=O)C2(C(C(=O)c3cc4ccccc4o3)=C(O)C(=O)N2CCCN(C)C)c2ccccc21 (configuration not stated)	-1.2	52	27.8%	-6.8%	-0.1%	-2.0%	3.0%	/	i	/
CCc1nn(CC(=O)NCCCN(CC)c2cccc(C)c2)c(=O)c2cc3occc3n12	1.5	26	-4.0%	-58.4%	-0.5%	-2.3%	-12.8%	1.7%	i	1.1
CCn1c2ccccc2c2nnc(SCC(=O)N(C)C3CCS(=O)(=O)C3)nc21 (configuration not stated)	1.4	37	25.3%	-19.3%	-0.2%	-4.0%	19.4%	-2.6%	i	1.1
CSc1cccc(NC(=S)N(CCN(C)C)C(C)c2ccccn2)c1 (configuration not stated)	1.7	51	-17.3%	-14.6%	0.0%	-1.9%	13.2%	-0.4%	i	1.1
COc1cccc(NC(=O)CSc2nnc(Cc3cccn3C)n2-c2ccc(F)cc2)c1	-2.0	56	-35.8%	51.9%	-0.3%	-1.8%	0.7%	-1.4%	i	1
Cc1nc(OCC(C)C)c2sc3nc4c(cc3c2n1)COC(C)(C)C4	0.2	47	10.2%	1.2%	0.0%	-0.9%	-97.3%	/	i	/
N#Cc1nc(Cc2ccccc2)oc1NCCc1ccccc1	-1.5	41	7.2%	-39.5%	-0.1%	1.1%	-60.6%	-2.5%	i	1
CCOc1ccc(-c2c(C(=O)N/N=C/c3ccc(C)s3)nnn2-c2nonc2N)cc1	7.2	49	-37.5%	-11.1%	-0.1%	4.8%	2.2%	/	/	/
Cc1ccnc(NC(=O)Cn2ccc([N+](=O)[O-])n2)c1	0.2	69	-24.0%	-27.8%	-0.4%	-0.6%	3.5%	-2.6%	i	1.1
Cc1ccc(NC(=O)CCS(=O)(=O)c2cccc3nonc23)c(Cl)c1	-1.2	53	17.0%	-20.2%	0.2%	0.2%	7.7%	/	/	/
(cont.)
SMILES	NTR1 ag	NTR1 ag cell count 20 µM	KOR beta-arrestin-1	NOD1 NF-kB reporter	GPR55 beta-arrestin	KOR beta-arrestin-2	NOD2 inhibition	ER stress rescue	Yfh1-off respiration	TNAP activators
CC(C)(C)n1nnnc1C(c1ccccn1)N(Cc1ccccc1)Cc1ccc(Cl)cc1 (configuration not stated)	1.3	81	55.9%	-7.5%	-0.2%	2.0%	-2.6%	3.7%	i	1.1
Cc1ccc(NC(=O)CCn2c(=O)[nH]c3ccsc3c2=O)cc1F	0.4	42	-43.7%	41.3%	-0.1%	6.1%	-4.6%	/	/	/
CCc1ccc(N=C2NC(=O)/C(=C/c3ccc(OCC(=O)O)c(OC)c3)S2)cc1	-0.1	62	-33.6%[20 µM]	39.5%	-0.1%	1.1%	16.3%	/	/	/
CC1CCCC(NC(=O)CCNC(=O)c2ccc([N+](=O)[O-])cc2)C1C (configuration not stated)	-0.3	52	-13.4%	-2.7%	0.3%	0.7%	17.4%	/	/	/
Cc1ccccc1Cn1ccc(NC(=O)c2cnn3c(C(F)(F)F)cc(-c4ccco4)nc23)n1	10.0	61	-28.4%	26.6%	-0.1%	-3.2%	10.1%	/	i	1.1
COc1ccc(C(=O)N2CCN(Cc3nc(CC4CC4)no3)CC2)cc1	5.8	39	3.8%	-31.4%	0.3%	-1.8%	-4.2%	-0.3%	i	1.1
COc1cccc(NC(=S)NNC(=O)Cn2nc(C(F)(F)F)cc2C)c1	-0.2	45	-2.4%	3.1%	0.0%	2.4%	19.4%	-1.9%	i	1.7
COc1cccc(NC(=O)CN(c2ccc([N+](=O)[O-])cc2)S(=O)(=O)c2ccccc2)c1	-1.0	52	19.0%	9.7%	0.5%	8.2%	-18.4%	-0.9%	i	1
CN(C)S(=O)(=O)c1cccc(COC(=O)Cc2c(F)cccc2Cl)c1	2.5	55	-15.1%	-8.4%	1.3%	1.0%	16.4%	/	/	/
COc1ccccc1C(=O)N/N=C(\C)c1ccc(NC(=O)Cc2ccccc2)cc1	0.8	61	2.1%	0.1%	-0.1%	-4.9%	21.3%	/	/	/
Nc1nonc1-n1nnc(C(=O)N/N=C/c2ccccc2Br)c1CN1CCCC1	0.8	30	-19.5%	-18.8%	0.0%	-1.8%	7.8%	/	/	/
CCc1nnc(NC(=O)CCC(=O)N2CCCC2)s1	-1.1	73	13.6%	16.1%	0.8%	-5.4%	19.3%	-0.4%	i	1
Cc1ccc(C)c(OCC(=O)NNC(=O)C2CC2)c1	0.9	73	11.7%	-29.0%	-0.1%	-0.9%	-17.6%	/	/	/
CCc1ccc(NC(=O)CN2C(=O)CSC2=O)cc1	0.4	30	-17.0%	-41.8%	-0.2%	-1.1%	2.6%	-3.1%	i	1
COc1cc(/C=C/C(=O)OCC(=O)N2CC3(C)CC2CC(C)(C)C3)ccc1O (configuration not stated)	2.0	66	16.4%	-65.4%	0.1%	4.6%	-8.4%	9.3%	i	1.1
COc1ccccc1CCC(=O)NC1CCCN(c2ccc(C(F)(F)F)cn2)C1 (configuration not stated)	1.0	48	-30.1%	-0.2%	-0.1%	-2.3%	0.3%	/	/	/
COc1ccc(-c2csc(NC(=O)c3cccs3)c2C(=O)O)cc1OC	-1.3	50	-33.3%	-46.6%	-0.3%	5.3%	3.7%	-1.4%	i	1.1
CC1CCCC(NC(=O)CSc2nccn2C)C1C (configuration not stated)	0.6	49	5.2%	16.0%	0.3%	-1.8%	12.9%	-1.2%	i	1
Cc1ccc(-c2c(C)sc(=NC(=O)c3ccco3)n2C)cc1	-0.3	35	15.6%	-46.2%	0.0%	0.1%	-108.3%	-2.7%	i	1
COCCSc1nnc(NC(=O)C2CC(=O)N(c3ccc(C)cc3)C2)s1 (configuration not stated)	-0.9	23	-11.8%[20 µM]	-15.8%	0.2%	-2.9%	-11.1%	-0.3%	i	1.1
COC(=O)CCC(=O)N1CCc2cc(S(=O)(=O)N3CCc4ccccc43)ccc21	-0.2	45	-17.0%	-17.4%	-0.1%	0.6%	16.2%	-0.7%	i	1
COc1ccc(C(=O)N2CCCC(c3ccccc3)C2)cc1 (configuration not stated)	1.1	68	26.7%	6.6%	-0.2%	10.4%	10.3%	3.5%	i	1.1
CCOc1ccc(NC(=O)CN(c2ccc(OC)cc2)S(C)(=O)=O)cc1	0.9	68	/	-21.4%	0.4%	-13.3%	-32.1%	-0.7%	i	1.1
CCOc1ccc(NC(=O)C(c2ccccn2)N(C(=O)CCl)c2ccc(OCC)cc2)cc1 (configuration not stated)	/	/	33.6%	-56.8%	1.2%	-5.6%	-52.1%	-0.1%	i	1.1
COC(=O)N/N=C/c1ccc(/C=N/NC(=O)OC)cc1	0.0	40	-25.4%[20 µM]	2.3%	0.6%	/	11.2%	0.3%	i	1.1
(listing goes on)
SMILES	NTR1 ag	NTR1 ag cell count 20 µM	KOR beta-arrestin-1	NOD1 NF-kB reporter	GPR55 beta-arrestin	KOR beta-arrestin-2	NOD2 inhibition	ER stress rescue	Yfh1-off respiration	TNAP activators
Cc1ccc(SCc2cn3c(C)cc(C)nc3n2)cc1	1.5	54	-12.7%	-0.4%	0.4%	0.8%	-0.5%	/	i	/
Cn1c(=O)[nH]c(=O)c2[nH]c(CN3CCN(Cc4ccccc4)CC3)nc21	-0.2	90	25.3%	-3.1%	0.2%	-3.5%	6.2%	/	i	/
Cc1csc2c(=O)sc(NC(=O)c3ccco3)nc12	1.1	46	23.8%	-2.6%	-0.1%	-0.4%	10.6%	/	i	/
C=CCn1c(COc2cccc(C)c2)nnc1SCC(=O)NC(=O)NCc1ccco1	0.7	48	-9.1%	/	-0.1%	2.4%	-2.0%	/	i	0.9
COc1ccc(NC(=O)c2ccc(OCc3c(C)noc3C)c(OC)c2)cn1	-0.5	69	-16.6%	-39.8%	-0.4%	-3.6%	6.3%	1.2%	i	1.1
Cc1csc(NC(=O)CSc2nnc(C)c(=O)n2N)n1	0.5	60	-37.8%[20 µM]	5.4%	-0.1%	-5.0%	1.8%	-1.6%	i	1
